# Screens as filed in PubChem BioAssay.
# VLA-4 inh = inhibition in a human VLA-4 binding assay. P13612. VLA-4 expressing cells, ligand binding flow cytometry. inhibition, % (about 7 µM as worked out from the volumes in the protocol). 0.2% of 330,000 active; in the data active = inhibition above about 50%
# LAP4 TOR yeast = yeast TOR pathway LAP4-GFP modulation | S. cerevisiae LAP4-GFP multiplex, flow cytometry GFP, 3 h; median GFP as percent of DMSO wells | GFP response vs DMSO, % at 10 µM | 0.34% of 320,000 active;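 active = GFP response vs DMSO above a set limit, about the screen mean plus 3 SD, cut at about 150% in these data; inconclusive = under 70 cell events counted for the yeast strain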
# MEP2-GFP yeast = alters MEP2-GFP fluorescence in TOR pathway yeast screen; 0.51% of 330,000 active; S. cerevisiae MEP2-GFP strain, flow cytometry GFP, 3 h; 100% = DMSO control level; GFP response vs DMSO, % at 10 µM;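 active = GFP response versus DMSO above a set limit, roughly screen mean plus 3 SD, cut at about 180% in these data; inconclusive = fewer than 70 cells counted for a yeast strain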;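 also: median GFP fluorescence of the barcode-gated MEP2-GFP cells per well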
# RPL19A TOR yeast = modulators of TOR pathway RPL19A-GFP in S. cerevisiae | S. cerevisiae RPL19A-GFP strain, flow cytometry, 3 h; active compounds read low | AID 2025 | 0.3% of 330,000 active | percent response vs DMSO, % at 10 µM;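 active = percent response vs DMSO below 50%; inconclusive = fewer than 70 events counted for the yeast strain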;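 also: median channel GFP fluorescence of the barcoded RPL19A-GFP strain; ratio of sample median GFP to plate DMSO average so 100% = DMSO; lower means less RPL19A-GFP as with rapamycin TOR inhibition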
# AGP1 TOR yeast = alters AGP1-GFP fluorescence in TOR pathway yeast screen. AID 2066. S. cerevisiae AGP1-GFP multiplex flow cytometry, 3 h; GFP as percent of DMSO wells. GFP response vs DMSO, % at 10 µM. 0.02% of 320,000 active;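 active = GFP response relative to DMSO above a set limit, near screen average plus 3 SD, cut at about 150% in these data; inconclusive = fewer than 70 cells counted for the yeast strain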;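 also: median GFP channel fluorescence of the gated AGP1 strain per well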
# GASC-1 inh = inhibitors of human GASC-1 (JMJD2C) demethylase; Q9H3R0; GST-JMJD2C(1-420) H3K9me3 demethylation, DELFIA europium; inhibition, % at 2.35 µM; 0.069% of 330,000 active; AID 2099;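 active = more than half of a compound's replicate wells show inhibition beyond 50%, single wells judged on their own value; inconclusive = some, but no more than half, of replicates pass 50% inhibition; inactive = no replicate passes 50% inhibition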;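 also: signal counts dimethyl H3K9 product captured on neutravidin plate; 0% = median of DMSO wells and 100% = 0.3 times that DMSO median; strong numbers were not always called active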
# Target sequence (Q9H3R0 1-420 limits assumed): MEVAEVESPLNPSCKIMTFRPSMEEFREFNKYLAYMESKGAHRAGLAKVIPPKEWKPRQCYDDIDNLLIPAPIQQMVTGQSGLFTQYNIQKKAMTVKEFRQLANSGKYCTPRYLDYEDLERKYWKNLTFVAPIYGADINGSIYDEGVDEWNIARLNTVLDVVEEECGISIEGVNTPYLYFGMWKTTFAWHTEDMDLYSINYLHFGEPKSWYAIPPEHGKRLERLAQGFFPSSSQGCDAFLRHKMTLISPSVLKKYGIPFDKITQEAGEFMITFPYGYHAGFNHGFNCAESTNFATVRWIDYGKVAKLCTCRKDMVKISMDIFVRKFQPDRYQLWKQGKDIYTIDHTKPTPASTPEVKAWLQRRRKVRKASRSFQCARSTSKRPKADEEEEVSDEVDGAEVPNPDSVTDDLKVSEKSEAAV
# GRK2 aptamer HTS = blocks RNA aptamer binding to human GRK2 | P25098 | bead flow cytometry, FAM-aptamer displacement from GRK2 | inhibition of aptamer binding, % at 10 µM | 0.59% of 330,000 active | AID 488847;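 active = inhibition of aptamer binding above 40%, roughly 3 SD of noise, on plates passing a quality check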;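 also: median bead fluorescence of bound FAM aptamer so fluorescent compounds give negative values; no value below 0 was filed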
# Target sequence (P25098 whole entry, looked up): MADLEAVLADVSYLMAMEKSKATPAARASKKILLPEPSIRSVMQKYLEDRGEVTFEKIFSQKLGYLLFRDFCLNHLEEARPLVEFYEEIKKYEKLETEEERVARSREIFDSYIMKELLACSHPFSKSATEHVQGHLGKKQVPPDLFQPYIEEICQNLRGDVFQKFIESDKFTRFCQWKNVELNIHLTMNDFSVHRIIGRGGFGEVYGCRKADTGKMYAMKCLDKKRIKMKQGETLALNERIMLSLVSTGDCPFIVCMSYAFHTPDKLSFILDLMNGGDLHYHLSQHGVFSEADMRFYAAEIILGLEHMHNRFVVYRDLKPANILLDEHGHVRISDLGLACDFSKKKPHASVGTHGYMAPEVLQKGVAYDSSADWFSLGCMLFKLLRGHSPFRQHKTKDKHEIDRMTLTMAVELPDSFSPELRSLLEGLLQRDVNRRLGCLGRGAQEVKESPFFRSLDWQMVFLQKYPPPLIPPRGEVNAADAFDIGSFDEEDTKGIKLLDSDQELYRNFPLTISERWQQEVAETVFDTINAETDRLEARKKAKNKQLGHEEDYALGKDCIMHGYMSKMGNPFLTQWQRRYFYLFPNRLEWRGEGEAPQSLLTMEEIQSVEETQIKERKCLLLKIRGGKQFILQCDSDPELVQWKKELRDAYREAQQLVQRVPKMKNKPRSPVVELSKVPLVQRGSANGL
# CIT2-GFP yeast = modulators of TOR pathway CIT2-GFP in S. cerevisiae; S. cerevisiae CIT2-GFP strain, flow cytometry, 3 h; 100 means same as DMSO wells; 0.065% of 320,000 active; GFP response vs DMSO, % at 10 µM;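 active = GFP response relative to DMSO above a set limit, near the screen mean plus 3 SD, cut at about 150% in these data; inconclusive = Fewer than 70 cells measured for a yeast strain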;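 also: ratio of well median GFP fluorescence to mean of DMSO wells on the plate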
# Active calls of the source: *; ? = inconclusive; . = not tested or not shown.
SMILES,VLA-4 inh,LAP4 TOR yeast,MEP2-GFP yeast,RPL19A TOR yeast,AGP1 TOR yeast,GASC-1 inh,GRK2 aptamer HTS,CIT2-GFP yeast
CC(=O)Oc1ccc(/C=N/NC(=O)c2ccc(N(C)S(=O)(=O)c3ccccc3)cc2)cc1,7,95,99,101,108,.,2,109
c1ccc(CN2C3=NCCCN3c3ccccc32)cc1,10,104,99,98,102,9,0,97
O=C(NC1CCCc2ccccc21)C1CCC(CNc2c(N3CCOCC3)c(=O)c2=O)CC1 (stereo not drawn),7,92,102,97,99,4,2,96
C#CC(C)(C)NC(=S)NC1CC2C=CC1C2 (stereo not drawn),-1,102,103,101,108,-5,4,103
CC(C)(CNC(=O)CNC(=O)c1ccccc1F)N1CCOCC1,-4,113,103,103,104,4,1,95
CC1(C)CC(=O)C2=C(C1)N(Cc1ccco1)C(=O)C2(NC(=O)c1cccnc1)C(F)(F)F (stereo not drawn),-2,98,103,97,101,9,0,98
Nn1c(SCc2nc3ccccc3[nH]2)nnc1-c1ccccc1,36,92,97,98,99,1,0,92
NS(=O)(=O)c1cccc(NC(=O)COC(=O)C2(c3cccc(F)c3)CCCC2)c1,1,132,98,108,113,-5,4,103
CC(C)CCn1nnnc1CN1CCN(C(=O)c2ccco2)CC1,7,98,106,103,102,-5,4,102
O=C(O)CC(Cn1cnnn1)c1ccccc1 (stereo not drawn),10,105,111,96,98,-1,0,91
Cn1cnnc1SCC(=O)c1ccco1,-1,93,97,95,96,48,0,99
COc1ccc(C(=O)NCC(=O)OCC(=O)c2ccc(Cl)cc2)cc1OC,9,99,108,102,102,1,0,100
O=P(O)(O)c1ccccc1OCc1ccccc1,18,115,111,104,114,-4,0,108
COc1ccc(-n2c(=S)[nH]c3sc4c(c3c2=O)CCN(C)C4)cc1,5,103,96,98,101,-9,1,99
COC(=O)c1ccc(NC(=O)Cc2ccccc2)cc1,7,108,94,97,100,0,6,86
OCc1cn(-c2ccccc2)nc1-c1cc2ccccc2o1,1,105,98,98,90,2,0,90
CCCn1c2c(c(O)c(C(=O)Nc3ccc(OC)cc3)c1=O)CCCC2,4,115,112,104,.,-8,0,108
O=C(c1ccco1)N1CCN(c2c([N+](=O)[O-])nn(-c3cccc(Cl)c3)[n+]2[O-])CC1,-4,115,104,98,98,-4,0,87
Cc1ccc2sc(N3CCN(C(=O)c4ccc([N+](=O)[O-])o4)CC3)nc2c1C,10,117,98,95,99,-15,1,85
CN(C)CCCNC(=O)c1ccc2[nH]c3ccccc3c2c1,5,83,90,92,79,9,0,89

# An excerpt from above in order of length of the SMILES, highest first:
SMILES,VLA-4 inh,LAP4 TOR yeast,MEP2-GFP yeast,RPL19A TOR yeast,AGP1 TOR yeast,GASC-1 inh,GRK2 aptamer HTS,CIT2-GFP yeast
Cc1ccc2sc(N3CCN(C(=O)c4ccc([N+](=O)[O-])o4)CC3)nc2c1C,10,117,98,95,99,-15,1,85
COc1ccc(C(=O)NCC(=O)OCC(=O)c2ccc(Cl)cc2)cc1OC,9,99,108,102,102,1,0,100
O=P(O)(O)c1ccccc1OCc1ccccc1,18,115,111,104,114,-4,0,108

# New compounds follow
SMILES,VLA-4 inh,LAP4 TOR yeast,MEP2-GFP yeast,RPL19A TOR yeast,AGP1 TOR yeast,GASC-1 inh,GRK2 aptamer HTS,CIT2-GFP yeast
CCn1c(-c2cc(-c3ccc(C)c(C)c3)nc3ccccc23)n[nH]c1=S,7,114,94,97,104,-3,0,90
CCCc1ccc(S(=O)(=O)N/N=C(/C)c2ccc3c(c2)OCO3)cc1,8,76,98,112,87,3,0,81
COc1ccc(C(=O)C2CCCN(Cc3cccn3-c3nccs3)C2)cc1F (stereo not drawn),-5,88,92,97,101,-22,0,98
CCOC(=O)C1=C(N)Oc2cc(O)ccc2C1c1cccnc1 (stereo not drawn),-12,100,109,96,102,-3,0,97
COCc1ccc(C(=O)N2CCCC(CNC(=O)c3ccc(F)cc3)C2)o1 (stereo not drawn),18,100,106,102,105,4,0,97
O=C1NCC2=C1C(c1ccc(Br)cc1)Nc1ccccc1N2 (stereo not drawn),6,92,91,98,94,-11,0,90
CC(O)C(NS(=O)(=O)c1ccc(Cl)cc1)C(=O)OCC(=O)c1c[nH]c2ccccc12 (stereo not drawn),2,97,101,101,102,5,0,97
C/C(=N\NC(=O)c1ccccc1F)c1ccccn1,6,137,101,102,86,0,23,98
O=C(CCNC(=O)c1ccccc1Cl)Nc1nc2ccccc2s1,-2,99,99,108,118,3,0,92
CCOn1c(=O)c(-c2cc3ccccc3o2)[n+]([O-])c2ccccc21,-34,94,88,91,92,10,3,96
COC(=O)C1CCCCN1C(=O)c1ccc2oc(Cc3ccccc3)nc2c1 (stereo not drawn),0,89,103,102,91,13,2,88
COc1cc(CC(=O)NCC2COc3ccccc3O2)cc(OC)c1OC (stereo not drawn),0,104,100,106,107,-6,0,112
CSc1sc(C(=O)NC(=O)NCc2cccnc2)c(C)c1-c1ccon1,-8,107,99,99,108,4,0,103
O=C(NCC1CCCO1)C1CCN(S(=O)(=O)c2cccnc2)CC1 (stereo not drawn),23,98,101,101,102,1,2,97
COc1ccc(-c2cc(C(=O)OCC(=O)c3c(N)n(C)c(=O)n(C)c3=O)c3ccccc3n2)cc1,-3,97,90,94,93,-10,0,90
Brc1ccccc1C1CC(c2ccccc2)=Nc2ccccc2N1 (stereo not drawn),-13,92,83,101,94,6,4,113
Cn1c(-c2cccc([N+](=O)[O-])c2)cnc1NCc1ccc(C#N)cc1,11,88,91,101,92,-2,0,86
O=C(Cn1nnc(N2CCCC2)n1)N/N=C/c1ccc(Cl)cc1,16,122,129,88,114,18,0,107
COC(=O)c1c(NC(=O)COC(=O)Cn2cnc3ccccc32)sc(C)c1C,16,96,94,97,94,0,0,91
COc1ccccc1N(C)S(=O)(=O)c1ccc(C(=O)OCC(=O)N2CCCCCC2)cc1,0,97,115,111,115,6,3,111
O=C(O)Cn1c(-c2ccccc2)nc2ccccc21,28,97,96,99,105,-1,2,101
Cc1cc(CCN2CCC(=O)NC2=S)ccc1OC(C)C,3,94,94,91,95,1,1,91
O=C(NCCOc1ccccc1Cl)c1ccc2c(c1)S(=O)(=O)c1cc(Cl)ccc1C2=O,5,94,99,111,95,-7,0,91
COc1ccc(N2C(=O)CC(Sc3nnnn3-c3ccc(F)cc3)C2=O)cc1 (stereo not drawn),-6,103,98,97,102,2,1,97
CCOc1cc(CNc2ccc(OC)cc2)cc(Br)c1OCC(=O)NC(C)(C)C,36,76,95,114,85,8,4,87
Cc1c(C)c2cc(Cl)c(OCC(=O)NC3CC(C)(C)NC(C)(C)C3)cc2oc1=O,9,96,90,98,101,18,2,94
O=C(Cc1nnc(NC(=O)Nc2ccccc2F)s1)NCc1ccccc1,-3,103,98,99,109,-3,1,101
Cc1ccc(NC(=O)c2nc[nH]c2C(=O)N[C@@H](C)C(=O)OC(C)(C)C)cc1,20,138,93,96,80,89,0,77
COc1cc(/C=N/NC(=O)c2nonc2C)ccc1O,4,74,108,104,97,-8,0,113
C/C=C/c1ccc(OCCn2nnc3ccccc32)c(OC)c1,-9,115,97,99,94,-4,2,94
COc1ccc(NC(=O)Nc2ccc(F)cc2F)cc1,-7,104,101,103,100,-2,3,104
COc1ccc2nc(SCC(=O)Nc3ccc4[nH]c(=O)[nH]c4c3)[nH]c2c1,4,93,97,92,88,-1,2,95
Cc1ccccc1NC(=O)CCN1CCc2ccccc2C1,12,97,111,101,102,-5,0,102
CCOC(=O)c1c(C)[nH]c(C(=O)OCc2ccc([N+](=O)[O-])cc2)c1C,11,93,93,100,97,-24,0,96
CS(=O)(=O)Nc1cccc(C2=NN(S(=O)(=O)c3ccccc3)C(c3cccs3)C2)c1 (stereo not drawn),3,101,100,98,102,6,1,102
CC(=O)Nc1cccc(NC(=O)CCCC2CCCCC2)c1,17,104,105,104,105,-1,2,103
Cn1c(CNC(=O)c2ccco2)nnc1SCC(=O)Nc1ccccc1Cl,-8,103,103,102,114,-1,0,98
CN(CC(=O)Nc1ccccc1F)CC(=O)Nc1ccccc1Br,-8,104,100,99,103,-19,2,101
CC(C)CCN1C(=O)c2ccc(C(=O)OCC(=O)N(C)C3CCS(=O)(=O)C3)cc2C1=O (stereo not drawn),4,99,96,96,109,0,0,99
CC(C)c1ccc(CN(C)C(=O)c2ccc(S(=O)(=O)NCc3ccco3)cc2)cc1,5,90,85,85,82,.,0,84
COc1ccc(C2C(C(C)=O)=C(O)C(=O)N2c2nc3ccccc3s2)cc1OC (stereo not drawn),-3,112,88,89,99,?,0,98
CCN(Cc1cnn(C)c1)Cc1nc(Cc2ccccc2Cl)no1,0,108,101,99,96,25,0,97
COc1ccc(C2C(C(=O)OCC(=O)NC(C)(C)C)CCC(=O)N2c2ccc(C)cc2)cc1OC (stereo not drawn),1,97,94,95,96,-20,5,92
CS/C(N)=N/N=C/c1cc(C)ccc1O,2,104,111,100,99,11,0,87
COC(=O)NNC(=O)CCCOc1ccc(Cl)cc1Cl,-7,94,100,100,97,0,1,97
Cc1cc(C)nc(SCC(=O)c2ccc(F)cc2F)n1,14,91,99,104,98,-11,1,94
COCCNC(=O)c1c(CSc2ccc(Cl)cc2)noc1C(=O)NCc1ccccc1,0,98,99,101,96,-4,1,97
CC(C)NC(=O)CSCc1cccc(Br)c1,19,101,102,100,104,-3,1,96
CCc1nnc(NC(=O)CCC(=O)N2CCN(Cc3ccc(Cl)cc3)CC2)s1,2,89,89,92,93,31,.,86
COc1cc(/C=C(/NC(C)=O)C(=O)O)cc(Cl)c1OCc1ccc(Br)cc1,2,93,101,97,101,4,80*,100
Cc1ccccc1N1C(=O)CSC1=C(C#N)C#N,6,98,98,102,105,9,2,101
O=C(NCc1ccco1)Nc1ccc2snnc2c1,10,106,100,106,99,9,0,96
CCC1Cc2c(nc(N)c3c(N)nc(N4CCOCC4)c(C#N)c23)O1 (stereo not drawn),8,97,98,101,110,7,1,105
CCOC(=O)C1=C(C)OC(N)=C(C#N)C1c1cc(Cl)c(OCC(N)=O)c(OC)c1 (stereo not drawn),-20,102,109,101,107,-17,0,105
CCNC(=S)Nc1ccc(OCc2nc3ccccc3s2)cc1,3,99,106,101,92,1,.,99
O=C(O)C1(Cc2nc3ccccc3[nH]2)CCCC1,-3,98,97,93,96,11,1,91
COc1ccc(OC)c(NC(=O)CSc2nncc(=O)n2N)c1,14,101,97,97,98,-8,2,94
Cc1cc(C)c2cc3c(ccn3C3OC[C@H](O)[C@H](O)[C@H]3O)cc2n1 (stereo partly drawn),-5,108,100,101,106,2,2,96
N#Cc1c(N2CCOCC2)nc(N)c2c(N)nc3c(c12)CC(CCl)O3 (stereo not drawn),2,104,99,104,108,3,3,108
CCOc1ccccc1C(=O)NC(C(=O)Nc1cccnc1)C(C)C (stereo not drawn),0,108,93,101,98,21,0,89
CCCCNC(=O)CCn1c(=O)c2ccccc2n(CC(=O)NCCc2ccc(OC)c(OC)c2)c1=O,21,99,85,91,99,0,1,86
COc1ccc(CNC(=O)Cn2nnc3ccccc3c2=O)cc1,14,108,101,102,110,16,0,106

# Records above printed as active in GRK2 aptamer HTS:
SMILES,VLA-4 inh,LAP4 TOR yeast,MEP2-GFP yeast,RPL19A TOR yeast,AGP1 TOR yeast,GASC-1 inh,GRK2 aptamer HTS,CIT2-GFP yeast
COc1cc(/C=C(/NC(C)=O)C(=O)O)cc(Cl)c1OCc1ccc(Br)cc1,2,93,101,97,101,4,80*,100
